Source: PubChem
A-T KAP1 phos: potential ataxia-telangiectasia treatments restoring KAP-1 phosphorylation; AID 485349; […] A-T fibroblasts, KAP-1 phosphorylation AlphaLISA; neocarzinostatin DNA damage 30 min before lysis; Potency, µM (highest dose often 57.5 µM), for the others: at the top dose activation, most hits filed as activators; 320,000 tested, 0.19% active; also: potency is read from the fitted curve at half-maximal effect; % of control where 0% means no effect; nearly all actives have a fitted effect of over 45% in size
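hTERT-immortalized A-T patient fibroblasts ([…]), 500 cells/well in OPTI-MEM, 1% FBS, got compounds for 60 min, then NCS for 30 min at 37C. Lysates were then assayed for phospho-KAP-1 by AlphaLISA (anti-pKAP1 donor, anti-KAP1 acceptor beads), 6 hr at 25C.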
GALK inh: inhibitors of human galactokinase | Purified GALK, Kinase-Glo residual ATP luminescence | 270,000 tested, 0.007% active | P51570 | Potency, µM (top dose mostly 57.5 µM), for the others: at the top dose activity change, negative = inhibition, hits mostly inhibitors; also: potency is read from the fitted curve at half-maximal effect; % is scaled to controls: 0 for no effect and ±100 for the full control effect
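Human GALK (5 nM) with 35 uM ATP and 100 uM galactose in 20 mM HEPES pH 8.0, 5 mM MgCl2, 60 mM NaCl, 1 mM DTT, 0.01% BSA. After 1 h at room temperature, leftover ATP was read by Kinase-Glo Plus luminescence.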
CXXC DNA block: blocks binding of human MLL CXXC domain to DNA | Potency, µM (titrated, usually from 115 µM), inactives show at the top dose activity change, negative = inhibition, hits mostly inhibitors | 290,000 tested, 0.037% active | AID 2662 | Q03164 | MLL-CXXC / FITC-HOXA9 DNA fluorescence polarization; active = well fitted inhibition curve with a large enough effect in the polarisation, with a control signal flat, not every such curve was filed as active; inconclusive = small, poorly fitted or top-dose-only effect, or effect the other way, or a change in a side signal; inactive = no such curve, though single readings can be large or run the other way; the % refers to the polarisation; also: potency is read from the fitted curve at half-maximal effect
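Steps: dispense CXXC domain solution (7 uM) → pin compounds or unlabeled HOX-A9 DNA control → 5 min ambient → add FLSN-HOX-A9 solution (50 nM) → spin → 30 min ambient → fluorescence polarization. Tris pH 7.5/NaCl/DTT/BSA buffer.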
hERG WT inh: KCNH2 (human, wildtype) channel inhibition | U2OS, BacMam KCNH2, thallium flux FluxOr; stronger effect = lower value | activity change, % at 1.84 µM | 340,000 tested, 0.37% active | AID 720551;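 active = maximum activity change below -70%; inconclusive = maximum activity change between -70% and -50%; inactive = maximum activity change above -50%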; also: % is scaled to controls: 0 for no effect and ±100 for the full control effect
Target sequence (Q12809 whole entry, looked up): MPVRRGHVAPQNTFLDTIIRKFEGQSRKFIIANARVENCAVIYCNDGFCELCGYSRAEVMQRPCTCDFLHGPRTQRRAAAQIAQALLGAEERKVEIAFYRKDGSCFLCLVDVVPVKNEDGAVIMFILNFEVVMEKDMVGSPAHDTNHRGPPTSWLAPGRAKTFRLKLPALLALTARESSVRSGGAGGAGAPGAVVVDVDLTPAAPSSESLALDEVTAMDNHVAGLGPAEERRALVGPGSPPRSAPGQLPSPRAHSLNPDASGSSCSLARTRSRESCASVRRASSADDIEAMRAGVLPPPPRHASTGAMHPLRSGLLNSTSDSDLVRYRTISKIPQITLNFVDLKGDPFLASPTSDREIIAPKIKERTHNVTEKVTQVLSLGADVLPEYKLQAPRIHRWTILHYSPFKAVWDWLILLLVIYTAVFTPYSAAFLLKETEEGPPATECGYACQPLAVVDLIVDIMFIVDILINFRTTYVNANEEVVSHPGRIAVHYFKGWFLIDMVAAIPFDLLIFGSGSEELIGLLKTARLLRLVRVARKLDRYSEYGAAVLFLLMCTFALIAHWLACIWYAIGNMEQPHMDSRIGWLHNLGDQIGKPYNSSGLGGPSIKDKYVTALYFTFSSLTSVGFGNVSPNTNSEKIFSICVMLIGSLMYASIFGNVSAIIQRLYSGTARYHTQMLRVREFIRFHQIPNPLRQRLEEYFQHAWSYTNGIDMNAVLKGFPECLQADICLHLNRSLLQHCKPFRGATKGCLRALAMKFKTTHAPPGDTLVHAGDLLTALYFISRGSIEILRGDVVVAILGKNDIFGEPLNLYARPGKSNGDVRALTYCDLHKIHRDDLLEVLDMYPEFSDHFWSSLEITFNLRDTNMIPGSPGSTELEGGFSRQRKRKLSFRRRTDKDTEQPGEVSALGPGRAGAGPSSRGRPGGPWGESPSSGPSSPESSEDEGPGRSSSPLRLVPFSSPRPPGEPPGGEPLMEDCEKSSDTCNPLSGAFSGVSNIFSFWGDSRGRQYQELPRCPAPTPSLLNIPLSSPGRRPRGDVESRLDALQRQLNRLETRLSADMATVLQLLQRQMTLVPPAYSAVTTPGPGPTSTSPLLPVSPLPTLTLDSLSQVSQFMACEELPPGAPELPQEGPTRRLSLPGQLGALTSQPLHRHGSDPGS
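U2OS cells were transduced with wild-type KCNH2 virus (2.03 x 10^8 / mL) for 4 h at room temperature, then cultured overnight at 37 C. Thallium flux was read with FluxOr dye. Rate constants were normalized to DMSO controls.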
BCR signal inh: chronic active BCR signaling inhibition | ABC-DLBCL IkBa-CBG/CBR reporter, luminescence ratio, 4 h | Potency, µM (top dose mostly 46.1 µM), without a hit: top-dose ratio change, negative = lower green/red ratio, most hits filed as inhibitors | 340,000 tested, 0.05% active | AID 493014; active = well fitted inhibition curve with a large enough effect in the signal ratio, with a control signal flat, not every such curve was filed as active; inconclusive = small, poorly fitted or top-dose-only effect, or effect the other way, or a change in a side signal; the % refers to the signal ratio;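 also: potency is read from the fitted curve at half-maximal effect; plate controls were basal doxycycline-induced cells for no effect and cells given 10 µM MG132 for full effect; MG132 reads +100%, hits lower the ratio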
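TMD8 ABC-DLBCL cells carrying doxycycline-inducible green luciferase fused to IkappaBalpha plus unfused red luciferase were exposed to compounds (up to 46 uM) for 4 hrs at 37C. Activity came from the overlap-corrected green/red luminescence ratio.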
Coupling enz: counter-screen for Giardia aldolase inhibitors: coupling enzyme system; 290,000 tested, 0.67% active; coupling enzyme system counterscreen, AmpLite Red fluorescence; activity change, negative = inhibition, % at 58.2 µM, hits read low; in the data active = activity change below about -30%; also: % is scaled to controls: 0 for no effect and ±100 for the full control effect
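First, compound is pin-transferred into glyceraldehyde-3-phosphate coupling-enzyme reagent at 57.5 uM final and held 10 min at RT. Next, substrate, coupling system and AmpLite Red are added. After 20 min RT, fluorescence (525/598 nm) is read.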
TCR activator: activates T cell receptor signaling | primary human leukocytes, anti-CD3, IL-2 HTRF, 48 h | Potency, µM (highest dose often 9.22 µM), for inactives: top-dose activation of IL-2 secretion, usual class: activators | 330,000 tested, under 10 active | AID 504894; also: % of control where 0% means no effect
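TCR engagement came from a-CD3 beads alone, with compounds added to primary human leukocytes for 48 hr. Secreted IL-2 bridged europium cryptate- and d2-labelled anti-IL-2 antibodies, giving FRET emission at 665nm after 320nm excitation.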
Giardia kill: kills Giardia lamblia. Giardia lamblia trophozoite viability. 340,000 tested, 0.15% active. activity change, % at 7.66 µM, hits read low; in the data active = activity change below about -80%; inconclusive = between about -30% and that limit;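 also: parasites exposed to compound for two days anaerobically before the ATP read; % is scaled to controls: 0 for no effect and ±100 for the full control effect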
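Viability, read as ATP luminescence: trophozoites at 100 cells/well, compound added, 48 hrs anaerobic at 37 deg C, then 15-30 min room-temperature development before reading.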
Tb PFK inh: blocks T. brucei phosphofructokinase; O15648; T. brucei PFK, ADP-Glo luminescence; Potency, µM (top dose mostly 57.5 µM), inactives show at the top dose activity, negative = inhibition, hits mostly inhibitors; 330,000 tested, 0.17% active; AID 485367;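 also: potency is read from the fitted curve at half-maximal effect; 0% = uninhibited 1x PFK enzyme wells and -100% = no-enzyme wells; nearly all actives have a fitted effect of over 60% in size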
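ADP-Glo luminescence quantified ADP after 45 min at room temperature, with 1.25 nM T. brucei PFK, 0.1 mM ATP and 0.5 mM fructose-6-phosphate in pH 8.0 TEA buffer. qHTS titrations up to 57 µM; curves classified by quality.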
TSHR antagonist: blocks TSH signaling through the human TSH receptor | 330,000 tested, 0.2% active | TSHR-expressing cells, TSH-stimulated cAMP HTRF, 2 h; stronger effect = lower value | activity change, negative = inhibition, % at 11.5 µM;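 active = activity change below a set negative limit, meaning inhibition stronger than a set level, cut at about -70% in these data; inconclusive = activity change between two set negative limits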; also: % is scaled to controls: 0 for no effect and ±100 for the full control effect
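Competitive HTRF cAMP read-out (cryptate anti-cAMP antibody, cAMP-d2; 30 min, room temperature) in freshly harvested TSHR cells. Compounds added before TSH at EC80 (4nM final), followed by 2 hours' incubation at 37 deg C.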
* = called active by the depositor; i = inactive; ? = inconclusive; . = not tested or not shown; [ ] = another dose, or the depositor's remark. Unless noted, calls follow the shape of the dose curve; as a rule, active = well fitted curve in the direction sought with a large enough effect; inconclusive = small, poorly fitted or top-dose-only effect, or another doubt; inactive = no such curve, though single readings can be large; an effect the other way counts as inactive or inconclusive.

SMILES | A-T KAP1 phos | GALK inh | CXXC DNA block | hERG WT inh | BCR signal inh | Coupling enz | TCR activator | Giardia kill | Tb PFK inh | TSHR antagonist
O=C(CN1CCCCC1)N1CCCc2c1c(=O)oc1ccc(OCc3ccccc3)cc21 | 2.2% | 0.5% | -2.0% | 5.4 | 7.4% | 1.1 | 2.4%[46.1 µM] | -7.4 | 1.9% | 7.4
Cc1cccc(NC(=O)CCNC(=O)c2ccc(Br)cc2)c1C | 9.1% | 3.5% | 4.1% | -0.1 | 5.4% | 0.6 | 8.5% | -0.3 | 1.0% | -3.7
CCOC(=O)C1CCCN(Cc2cn(C)nc2-c2ccc3c(c2)OCCO3)C1 (stereo not drawn) | 5.3% | 0.1% | 3.0% | 8.6 | 0.4% | -0.3 | 0.9% | -25.0 | -0.3% | -2.2
O=C(CSc1n[nH]c(=O)n1C1CC1)NCc1ccccc1Cl | -5.2% | 14.3% | 5.8% | 9.4 | -2.0% | 0.8 | 13.3% | -23.0 | -6.1% | 20.5
CSCCC(NS(=O)(=O)c1ccc(C)c(C(=O)O)c1)C(=O)O (stereo not drawn) | 13.6% | 8.8% | 8.3% | 0.2 | 5.2% | 7.8 | -4.5% | -10.6 | 18.6% | 15.3
Cc1cc(C2=NNC(=NC3CC3)SC2)c(C)n1Cc1ccco1 | -8.0% | 3.6% | 10.6% | 3.0 | -7.1% | 5.2 | 1.2%[46.1 µM] | -24.8 | -1.6% | 22.0
CCn1c(COc2cccc(C)c2)nnc1SCC(=O)CC(=O)Nc1ccccc1OC | 1.1% | -4.0% | 0.1% | -15.5 | 1.0% | 7.4 | 1.5% | 8.1 | 0.6% | -13.0
CC1CN(C(=O)CCc2ccccc2)C(C)CN1C(=O)CCc1ccccc1 (stereo not drawn) | 5.6% | 1.0% | -0.5% | 2.9 | 10.2% | . | 0.5% | -4.8 | 0.9% | -29.1
Cc1ccc2oc(C(=O)Nc3nnc(CC(C)C)s3)c(C)c2c1 | 12.9% | -1.1% | 0.7% | 12.5 | -0.1% | . | -1.2% | 1.1 | -13.7% | -0.9
CS(=O)(=O)c1cccc(NC(=O)C2CC2)c1 | -3.6% | 8.2% | 0.9% | 5.0 | 7.2% | -1.5 | -2.6% | -4.8 | -1.8% | 5.1
Cc1ccc(C)c(OCC(=O)N2CCN(C(=O)c3ccco3)CC2)c1 | 6.2% | 2.7% | 10.8% | 4.9 | 0.6% | -0.4 | 0.6%[46.1 µM] | 5.3 | 1.4% | 0.5
O=C(Nc1ccc2c(c1)OCCO2)c1cnc2n(c1=O)CCS2 | 5.6% | 0.1% | -0.9% | 5.5 | ? | -0.7 | 4.1%[46.1 µM] | 5.2 | -0.2% | -2.4
N#C/C(=C/c1ccc([N+](=O)[O-])cc1)C(N)=O | -3.7% | -1.1% | 17.9% | -2.8 | 1.0% | 0.6 | . | -4.5 | -7.6% | 15.9
C[C@H]1CCC[C@]2(CC(=O)c3cc(F)ccc3O2)C1 | 14.6% | . | . | . | 0.4% | . | 3.3% | 3.9 | -1.4% | 3.2
COc1cc(NC(=O)c2c(OC)cccc2OC)ccc1NC(=O)c1cc2ccccc2o1 | -7.6% | 2.5% | 34.0%[activator] | 10.2 | ? | 0.1 | 0.2% | 8.4 | 3.9% | -2.9
Nc1nc2c(ncn2C2C[C@H](O)[C@@H](CO)O2)c(=O)[nH]1 (stereo partly drawn) | -6.2% | . | . | -10.5 | ? | . | 2.7% | 8.1 | -9.1% | 6.4
CCOC(=O)c1nc(Nc2ccc(C(=O)OC)cc2)c2ccccc2n1 | 12.2% | 8.4% | -4.1% | -2.6 | ? | 0.0 | 0.1% | -4.7 | -17.3% | 28.5
COc1cc2c(cc1OC)C(COc1ccc(F)cc1)NCC2 (stereo not drawn) | 2.8% | 5.9% | 0.1% | 14.1 | ? | -1.1 | -18.7% | 17.8 | ? | 17.7
CC(=O)c1ccc(S(=O)(=O)N2CCN(C(=O)CCC3CCCC3)CC2)cc1 | ? | . | . | 5.2 | 1.0% | . | -3.5% | 8.5 | 0.0% | -10.0
O=C(NCCc1cccc(F)c1)C1CCC(=O)N(CCCc2ccccc2)C1 (stereo not drawn) | 11.5% | -3.6% | 2.5% | -14.9 | -0.3% | 1.0 | 4.7% | 1.8 | 3.7% | 2.1
Cc1noc(C)c1NC(=O)Nc1cccc2c1O[C@H](CN(C)C(=O)Nc1ccc(C(F)(F)F)cc1)[C@@H](C)CN([C@H](C)CO)C2=O | -2.1% | . | . | -17.3 | ? | . | 3.5% | -1.4 | 0.4% | -5.4
CN(C)C(=O)CSc1nnc(-c2ccc(S(=O)(=O)N3CCCC3)cc2)n1C | 0.2% | -0.7% | 20.0% | 2.0 | 3.1% | 1.4 | 10.5% | 19.8 | -5.9% | -1.2
COc1ccc(-c2[nH]ncc2CN(C)C(C)c2cccs2)c(F)c1 (stereo not drawn) | 3.9% | 0.1% | 0.0% | 6.8 | 7.3% | 0.7 | -4.9% | -13.2 | -6.7% | 3.9
O=C1NC(=Nc2cccc(O)c2)S/C1=C\c1cccc([N+](=O)[O-])c1 | 14.8% | . | 2.8% | -11.6 | ? | 6.9 | 6.9% | -20.1 | 2.7% | -18.0
Cc1nn(CC2CC2)c(=O)n1-c1ccccc1 | 11.1% | 0.7% | -6.1% | 2.2 | -2.0% | 3.8 | -19.0% | 14.5 | 7.9% | 6.7
CC(=O)Nc1ccc(NC(=O)C(C)OC(=O)C2(c3ccc(Cl)cc3)CCCC2)cc1 (stereo not drawn) | 2.8% | 0.4% | 3.2% | 1.0 | ? | 1.1 | -3.5%[46.1 µM] | -7.7 | 0.1% | 11.4
Cc1nnc(SCC(=O)Nc2ccc(C(N)=O)cc2)n1-c1ccccc1 | 6.4% | 4.9% | -3.7% | 7.6 | -9.9% | -0.1 | -1.7% | 12.9 | 2.4% | 5.6
Cc1noc(C(=O)Nc2c(C)nn(Cc3ccccc3)c2C)c1Cl | -3.8% | 3.4% | 0.9% | 5.9 | -11.4% | 2.3 | 1.7% | 10.6 | 0.7% | 7.5
CCCCC(=O)NC(c1ccc(OC)c(OC)c1)c1c(O)ccc2ccccc12 (stereo not drawn) | -6.3% | -0.5% | 3.7% | 0.5 | 6.5% | 1.5 | -2.7% | -15.5 | -1.9% | -5.2
O=C1CC(N2CCN(Cc3ccccc3)CC2)C(=O)N1CCc1ccccc1 (stereo not drawn) | 2.0% | 1.8% | -2.9% | -5.4 | 2.0% | 0.2 | . | 5.4 | -3.5% | -0.8
COc1ccc(S(=O)(=O)N2CCN(CC(=O)Nc3cc(OC)cc(OC)c3)CC2)cc1 | -0.3% | 1.1% | 25.9% | -2.3 | 3.3% | 2.4 | -1.9% | 3.4 | -7.1% | 3.7
COc1ccc(NC(=O)C2CCN(S(C)(=O)=O)CC2)cc1 | -10.1% | -2.1% | -4.6% | -7.5 | 2.0% | 3.0 | -3.1% | -0.1 | 4.8% | 7.8
CC(c1nnc(SCC(=O)N(C)C2CCS(=O)(=O)C2)n1-c1ccccc1)N(C)C (stereo not drawn) | 6.5% | . | . | 10.1 | 6.5% | . | 5.5% | -3.7 | -3.8% | -4.5
COc1ccc(CCNC(=O)C(C)c2ccc([N+](=O)[O-])cc2)cc1 (stereo not drawn) | 3.8% | 0.1% | 32.6%[activator] | i | 2.4% | 2.9 | -0.3% | 24.3 | -3.2% | -9.4
COc1ccc(NC(=S)N(CCCN2CCOCC2)Cc2ccccn2)cc1 | 4.4% | -1.1% | ? | 1.2 | 6.8% | 0.6 | -2.7% | 8.4 | -2.5% | 25.5
O=C(CCC1N=C2c3ccccc3N=C(SCc3ccccc3Cl)N2C1=O)NCc1ccco1 (stereo not drawn) | -11.1% | -2.6% | 31.8%[activator] | -0.6 | 4.2% | 1.6 | -0.2% | -17.3 | 1.1%[0.46 µM] | 2.3
Cc1nn(Cc2ccccc2Cl)c2sc(C(=O)Nc3ccccc3N3CCOCC3)cc12 | 8.5% | -0.4% | 5.5% | 4.1 | -13.1% | -2.4 | -2.8%[46.1 µM] | -21.0 | -1.0% | -8.7
CC(C)(C)c1nc(SCC(=O)N2CC(=O)Nc3ccccc32)c2ccccc2n1 | -2.8% | 15.4% | 0.9% | -6.6 | -26.6% | -2.4 | -0.3% | -13.7 | 0.0% | 4.1
Cc1nn(Cc2cccc(C(=O)N3CCCC(C)C3)c2)c(C)c1[N+](=O)[O-] (stereo not drawn) | -11.2% | 1.7% | 17.7% | 2.0 | 1.9% | 4.4 | -3.3%[46.1 µM] | 18.0 | 0.2% | 22.4
